# Source: PubChem BioAssay
# USP1-UAF1 inh = inhibitors of human USP1/UAF1 deubiquitinase | recombinant USP1/UAF1, Ub-Rhodamine cleavage fluorescence | Potency, µM (highest dose often 57.1 µM), for the others: at the highest dose activity change, negative = inhibition, hits mostly inhibitors | 390,000 compounds, 0.23% hits | AID 743255; note: potency is the fitted concentration of half-maximal effect; % is set by controls: 0 for no effect and ±100 for the full control effect; nearly all actives have a fitted effect of over 60% in size; inactives centre near -12
# Target sequence (O94782 whole entry, looked up): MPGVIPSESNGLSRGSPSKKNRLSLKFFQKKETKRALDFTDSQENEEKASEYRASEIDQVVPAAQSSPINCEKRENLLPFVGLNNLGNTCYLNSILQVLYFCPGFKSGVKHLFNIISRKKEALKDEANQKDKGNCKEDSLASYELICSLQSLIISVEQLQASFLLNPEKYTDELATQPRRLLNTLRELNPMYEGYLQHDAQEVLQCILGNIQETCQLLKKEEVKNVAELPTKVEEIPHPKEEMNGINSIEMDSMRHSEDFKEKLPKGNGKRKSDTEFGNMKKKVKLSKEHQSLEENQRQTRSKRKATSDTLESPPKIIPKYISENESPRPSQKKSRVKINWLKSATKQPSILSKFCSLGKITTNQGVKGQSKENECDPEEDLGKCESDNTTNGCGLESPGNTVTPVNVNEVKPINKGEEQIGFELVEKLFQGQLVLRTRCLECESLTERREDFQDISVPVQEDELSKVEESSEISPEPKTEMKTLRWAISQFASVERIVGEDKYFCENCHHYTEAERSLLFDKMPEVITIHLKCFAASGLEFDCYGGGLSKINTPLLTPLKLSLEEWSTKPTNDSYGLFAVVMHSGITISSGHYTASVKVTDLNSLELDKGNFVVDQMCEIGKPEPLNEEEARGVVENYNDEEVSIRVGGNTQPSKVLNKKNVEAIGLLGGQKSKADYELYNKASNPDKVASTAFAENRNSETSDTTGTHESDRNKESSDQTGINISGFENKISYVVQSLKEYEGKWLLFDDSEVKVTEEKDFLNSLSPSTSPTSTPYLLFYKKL
#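 High-throughput fluorogenic screen: 1nM USP1/UAF1 complex, Ub-Rho substrate 150nM final, 50mM HEPES pH 7.8 with 0.5mM EDTA, 0.1 mg/ml BSA, 1mM TCEP and 0.01% Tween-20.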
# RGS4 inh = inhibitors of human regulator of G protein signaling 4; P49798; AID 504845; 390,000 compounds, 0.039% hits; Transcreener GDP fluorescence polarization, RGS4-accelerated GTP hydrolysis; Potency, µM (titrated, usually from 114 µM), without a hit: at the top dose activity change, negative = inhibition, actives largely listed as inhibitors; note: potency is the fitted concentration of half-maximal effect; % is set by controls: 0 for no effect and ±100 for the full control effect; nearly all actives have a fitted effect of over 75% in size; some results filed as inactive show a strong effect at the top dose
# Target sequence (P49798 whole entry, looked up): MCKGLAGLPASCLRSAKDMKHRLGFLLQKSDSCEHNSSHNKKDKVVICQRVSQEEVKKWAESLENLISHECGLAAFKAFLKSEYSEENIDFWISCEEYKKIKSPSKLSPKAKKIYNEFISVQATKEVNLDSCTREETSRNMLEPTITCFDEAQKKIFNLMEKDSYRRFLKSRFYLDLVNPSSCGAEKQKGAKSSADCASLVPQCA
#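 MLSMR compounds (23 nl, pin-transferred) preincubated 10 min at room temperature with a 500nM (2x) first reagent, then RGS4 at 900nM (2x) plus Transcreener GDP mix added; fluorescence polarization (620/688 nm) read before and after 90 min at 30 °C.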
# LDHA inh = blocks human lactate dehydrogenase A | 480,000 compounds, 0.15% hits | P00338 | purified LDHA, NADH/diaphorase-resazurin fluorescence; hits give low values | activity change, % (values are at about 110 or 230 µM) | AID 1347041; in the data active = activity change below about -30%; inconclusive = mostly about -25% to -30%;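 note: plate controls were DMSO wells for no effect and wells without enzyme for full effect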
#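 Enzyme activity of human lactate dehydrogenase 5 (2 nM; 0.06 mM NADH, 0.2 mM pyruvate, 5 min, RT) is measured via a resazurin/diaphorase fluorescence readout of residual NADH.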
# TrxR1 substrate = rat thioredoxin reductase 1 substrate activity; O89049; purified TrxR1 substrate turnover, NADPH consumption readout; Potency, µM (highest dose often 114 µM), inactives show at the highest dose activity change, negative = substrate turnover; 390,000 compounds, 0.01% hits; AID 588456; note: potency is the fitted concentration of half-maximal effect; % is set by controls: 0 for no effect and ±100 for the full control effect; nearly all actives have a fitted effect of over 50% in size
#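 Rat TrxR1, dispensed at 90 nM, was prereduced with 400 uM NADPH (final) for 5 min at ~22 deg C, then incubated with compound 15 min before 400 uM selenite. A first-read NADPH fluorescence drop versus no-compound background flagged substrates.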
# Vif-APOBEC3F blk = inhibitors of Vif-A3F interaction. AID 602313. HeLa A3F-eYFP + Vif (tagged APOBEC3F with the HIV-1 protein that degrades it), YFP fluorescence increase. Potency, µM (doses to about 46.1 µM), for inactives: top-dose activity, negative = active. 390,000 compounds, 0.2% hits; note: potency is the fitted concentration of half-maximal effect; % of control where 0% means no effect; nearly all actives have a fitted effect of over 65% in size
#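 HeLa cells stably expressing Vif plus C-terminally eYFP-tagged A3F were seeded, incubated overnight at 37 deg C, dosed with compound, incubated overnight again at 37 deg C. Yellow fluorescence (Ex 488/Em 500-530) reported blocked Vif-mediated A3F-eYFP degradation.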
# mIDH1 inhibitor = blocks human mutant IDH1 R132H enzyme; IDH1-R132H enzyme, NADPH consumption, diaphorase/resazurin fluorescence; 390,000 compounds, 0.093% hits; Potency, µM (doses to about 76.6 µM), inactives show top-dose activity change, negative = inhibition, hits mostly inhibitors; note: potency is the fitted concentration of half-maximal effect; % is set by controls: 0 for no effect and ±100 for the full control effect; nearly all actives have a fitted effect of over 65% in size
#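 IDH1-R132H (0.5 ug/mL) preincubated 30 min with compound, then NADPH (0.016 mM) and alpha-KG (2 mM) added; 80 min at RT, pH 7.5. Remaining NADPH coupled via diaphorase/resazurin to fluorescence (540/590 nm); concentration-response curves normalized to no-enzyme control.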
# Vif-A3G inh = inhibitors of Vif-APOBEC3G interaction | HeLa A3G-eYFP + Vif (tagged APOBEC3G with the HIV-1 protein that degrades it), YFP fluorescence, overnight | Potency, µM (doses to about 46.1 µM), for the others: at the top dose activity, negative = active, hits mostly inhibitors | 410,000 compounds, 0.076% hits;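 note: potency is the fitted concentration of half-maximal effect; % is set by controls: 0 for no effect and ±100 for the full control effect; nearly all actives have a fitted effect of over 60% in size; hits raise eYFP signal because A3G escapes Vif-driven loss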
#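 HeLa cells stably expressing Vif and C-terminally eYFP-tagged A3G, seeded overnight at 37 deg C, then exposed to compound by pintool overnight at 37 deg C. Rise in yellow fluorescence (Ex 488/Em 500-530, Acumen) marks blocked Vif-driven A3G degradation.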
# TrxR1 inh = inhibitors of rat thioredoxin reductase 1. recombinant rTrxR1, NADPH fluorescence consumption, selenite substrate. AID 588453. Potency, µM (doses to about 114 µM), inactives show top-dose activity change, negative = inhibition, hits mostly inhibitors. O89049. 390,000 compounds, 1% hits; note: potency is the fitted concentration of half-maximal effect; % is set by controls: 0 for no effect and ±100 for the full control effect; nearly all actives have a fitted effect of over 65% in size
#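 Rat TrxR1 (90 nM in the dispensed reagent) was pre-reduced with 400 uM NADPH for 5 min at room temperature, then incubated with compound for 15 min. After 400 uM selenite was added, NADPH fluorescence (Ex 340/Em 450 nm) was followed for 8 min.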
# Glioma ERSR ind = inducers of ER stress response in human glioma cells; U87-MG GRP78 promoter luciferase reporter, 16 h; 420,000 compounds, 0.02% hits; Potency, µM, for the others: at the top dose activation, usual class: activators; AID 602332; note: potency is the fitted concentration of half-maximal effect; series mostly up to about 76 µM; % of control where 0% means no effect; nearly all actives have a fitted effect of over 35% in size
#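 ERSR induction read as luciferase luminescence (Bright-Glo, 10 min at room temperature) in stably transfected human U87-MG glioma cells exposed to compounds for 16 h, using GRP78 as sensor.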
# * marks the source's active call; other numbers are inactive results; ? = inconclusive; nt = not tested or not shown; & = joins results of further samples; [ ] = dose if it differs, or a comment. Unless noted, calls come from the whole dose curve; as a rule, active = well fitted curve in the direction sought with a large enough effect; inconclusive = small, poorly fitted or top-dose-only effect, or another doubt; inactive = no such curve, though single readings can be large; an effect the other way counts as inactive or inconclusive. The list is partial (hit frequency here may not be typical).
# Sample of the layout:
SMILES,USP1-UAF1 inh,RGS4 inh,LDHA inh,TrxR1 substrate,Vif-APOBEC3F blk,mIDH1 inhibitor,Vif-A3G inh,TrxR1 inh,Glioma ERSR ind
O=C(COC(=O)c1ccc(NS(=O)(=O)c2ccc(F)c(F)c2)cc1)NCC1CCCO1 (stereo not drawn),-6%,3%,-6,-7%,-2%,-5%,0%,2%,-4%
Cc1cc(C)c(NC(=S)N(Cc2cccnc2)Cc2ccco2)c(C)c1,-6%,19%,-8,-2%[57.1 µM],1%,2%,2%,-5%[57.1 µM],-3%
C[C@@H]1CN([C@@H](C)CO)C(=O)CCCn2nncc2CO[C@@H]1CN(C)C(=O)Nc1ccccc1,-22%,nt,-2,nt,0%,11%,-2%,nt,-4%

# The list itself (from the top)
SMILES,USP1-UAF1 inh,RGS4 inh,LDHA inh,TrxR1 substrate,Vif-APOBEC3F blk,mIDH1 inhibitor,Vif-A3G inh,TrxR1 inh,Glioma ERSR ind
O=C(COC(=O)c1ccc(NS(=O)(=O)c2ccc(F)c(F)c2)cc1)NCC1CCCO1 (stereo not drawn),-6%,3%,-6,-7%,-2%,-5%,0%,2%,-4%
Cc1cc(C)c(NC(=S)N(Cc2cccnc2)Cc2ccco2)c(C)c1,-6%,19%,-8,-2%[57.1 µM],1%,2%,2%,-5%[57.1 µM],-3%
C[C@@H]1CN([C@@H](C)CO)C(=O)CCCn2nncc2CO[C@@H]1CN(C)C(=O)Nc1ccccc1,-22%,nt,-2,nt,0%,11%,-2%,nt,-4%
NC(=O)NCC(=O)N1CCC(C(O)(c2ccccc2)c2ccccc2)CC1,-15%,-20%,-6,6%,-7%,4%,-1%,10%,-2%
COC(=O)c1cccc(Nc2ncnc3ccc(C)cc23)c1,-12%,-40%,-3,1%,4%,0%,0%,12%,1%
COc1cc(OC)cc(C(=O)Nc2nc(CC(=O)NC(C)c3ccccc3)cs2)c1 (stereo not drawn),-15%,-17%,-2,-3%,4%,0%,-19%,7%,-1%
CC1=C(C(=O)c2ccccc2)C(c2ccc(N3CCOCC3)cc2)NC(=O)N1 (stereo not drawn),-8%,7%,-1,-6%,?,4%,-11%,3%,0%
CNC(=O)C1CCN(S(=O)(=O)c2c(C)noc2/C=C/c2ccc(C)cc2)CC1,-21%,-12%,-1,9%[57.1 µM],1%,16%,-3%,3%[57.1 µM],-3%
CCOC(=O)c1ccc(N2CCOCC2)c(NC(=O)c2c(-c3ccccc3)noc2C)c1,-25%,-29%,0,4%,-30%,9%,?,17%,-2%
CCCc1nn2cc(-c3ccc(C)c(C)c3)nc2s1,-10%,23%,3,-6%,7%,0%,1%,-3%,-7%
CC(C)c1ccc(NC2CCCN(C(=O)CN3CCCC3=O)C2)cc1 (stereo not drawn),-18%,-4%[56.9 µM],2,3%,-12%,1%,1%,11%,4%
Cn1cnnc1Sc1cc(N2CCN(S(=O)(=O)c3ccc(Cl)c(Cl)c3)CC2)ccc1[N+](=O)[O-],-20%,-33%,-2,-2%,0%,5%,1%,-2%,-8%
CC(C)CN(C(=O)COC(=O)c1c(Cl)ccc(Cl)c1Cl)C1CCS(=O)(=O)C1 (stereo not drawn),7%,21%,-10,6%[57.1 µM],-9%,9%,-2%,21%[57.1 µM],-2%
CCOC(=O)c1ccccc1NC(=O)COc1ccccc1-c1nnc(-c2ccccc2)o1,-29%,-8%,3,-2%[57.1 µM],-1%,3%,-12%,-7%[57.1 µM],-1%
Cc1ccc(C)c(N2CN(CCC3=CCCCC3)CNC2=S)c1,-15%,21%,-9,20%[2.29 µM],-5%,-1%,0%,16%[57.1 µM],-2%
CCc1nc(SCC(=O)Nc2ccc(N(CC)CC)cc2)n[nH]1,-3%,2%,-2,2%,-17%,-7%,0%,10%,-6%
CCN(C(=O)COC(=O)CCc1c[nH]c2ccccc12)c1c(N)n(Cc2ccccc2)c(=O)[nH]c1=O,-19%,-5%,-5,3%,1%,0%,0%,10%,-3%
CCOc1ccc(NS(=O)(=O)c2ccc3nc(-c4ccccc4)[nH]c3c2)cc1,?,17%,-5,-8%,2%,-10%,-3%,8%,-1%
Cc1ccc(Cn2c(=O)c3c(nc4n3CCCN4Cc3ccccc3)n(C)c2=O)cc1,-21%,24%,-5,-2%,-2%,2%,0%,14%[57.1 µM],-5%
CCC(=O)N1CCN(C(=O)c2ccccc2)CC1,-13%,16%[56.9 µM],-2,7%[57.1 µM],1%,14%,-1%,9%[57.1 µM],-5%&-4%

# Reprinted from the part before: 3 compounds, followed by the next part.
SMILES,USP1-UAF1 inh,RGS4 inh,LDHA inh,TrxR1 substrate,Vif-APOBEC3F blk,mIDH1 inhibitor,Vif-A3G inh,TrxR1 inh,Glioma ERSR ind
CCOc1ccc(NS(=O)(=O)c2ccc3nc(-c4ccccc4)[nH]c3c2)cc1,?,17%,-5,-8%,2%,-10%,-3%,8%,-1%
Cc1ccc(Cn2c(=O)c3c(nc4n3CCCN4Cc3ccccc3)n(C)c2=O)cc1,-21%,24%,-5,-2%,-2%,2%,0%,14%[57.1 µM],-5%
CCC(=O)N1CCN(C(=O)c2ccccc2)CC1,-13%,16%[56.9 µM],-2,7%[57.1 µM],1%,14%,-1%,9%[57.1 µM],-5%&-4%
Cc1cccc(Nc2nnc(SCC3CCCCO3)s2)c1 (stereo not drawn),-10%,-4%,-2,-2%,-8%,4%,0%,-3%,6%
O=C(NCCCN1CCOCC1)c1nn(-c2ccccc2)c(=O)c2ccccc12,1%,-3%,-3,4%[57.1 µM],2%,2%,0%,-6%[57.1 µM],-6%
CCC(C)N(C(=O)COC(=O)CNC(=O)c1ccccc1F)C1CCS(=O)(=O)C1 (stereo not drawn),-10%,-16%,-2,8%[0.0914 µM],-8%,5%,-8%,17%,-5%
CCN(c1ccccc1)S(=O)(=O)c1ccc(OC)c(NC(=O)CN(C)C)c1,6%,26%,-32*,-2%,8%,5%,0%,22%,-5%
Cc1ccc(CNc2nc3ccccc3n3nnnc23)cc1,-8%,-8%[11.4 µM],-3,3%[57.1 µM],?,-1%,0%,4%[57.1 µM],-2%
Cc1csc(SCC(=O)Nc2ccccc2[N+](=O)[O-])n1,0%,2%,2,5%[57.1 µM],4%,2%,3%,33%[57.1 µM],6%
N#Cc1cccc(NC(=O)c2cc3c(s2)-c2ccc(Cl)cc2SC3)c1,?,-13%,-14,10%,?,4%,-11%,19%,-1%
Cn1nnc(NC(=O)c2cccc(F)c2)n1,-7%,4%,-6,11%[57.1 µM],-8%,4%,0%,69%[activator][57.1 µM],5%
CCOc1ccc(N2CC(C(=O)NCCc3ccc(F)cc3)CC2=O)cc1 (stereo not drawn),-13%,-21%,-2,-1%,0%,1%,-2%,8%,-2%
CC(C)C(=O)c1ccc(O)c(O)c1,-2%,22%,4,-4%,0%,4%,1%,16%,-3%
COc1ccc(Nc2cc(Nc3ccc(OC)cc3)ncn2)cc1,-20%,-3%[56.9 µM],-2,0%,-8%,6%,1%,5%,1%
Cc1c(C(=O)N2CCCCCC2)nnn1-c1nonc1N,-15%,-1%,0,-2%,3%,5%,2%,-1%,2%
Nc1nnc(SCC(=O)Nc2ccc(F)c(Cl)c2)n1-c1ccccc1,7%,8%,-6,-2%,-17%,-2%,0%,12%,-5%
CCOC(=O)C1=C(C)NC(C)=C(C(=O)OCC)C1c1cn(-c2ccccc2)nc1-c1ccco1,-1%,5%[11.4 µM],-6,68%,0%,6%,-4%,-13%,-6%
C/C(=N/NC(=O)c1cnccn1)c1ccncc1,2%,-40%,-12,-5%,2%,-5%,1%,12%[57.1 µM],-1%
O=C(c1cc(-c2ccccc2O)on1)N1CCCCC1,-24%,13%,-13,2%,nt,nt,nt,13%,nt
COc1ccc(Nc2ncnc3c2oc2ccccc23)cc1,-11%,-6%,-3,-9%,5%,2%,-8%,-13%,-1%
Cn1c2c(c(=O)n(C)c1=O)CN(Cc1ccco1)CN2,-12%,7%,1,1%,1%,4%,2%,-21%,-3%
O=C(O)COCc1nc2ccccc2[nH]1,-3%,0%,-9,0%[57.1 µM],1%,-7%,1%,-7%[57.1 µM],-4%
COc1cccc2[nH]c(C(=O)NCc3ccc4c(c3)CCN4C(=O)c3ccc(F)cc3)cc12,-21%,-18%,-2,-5%[57.1 µM],0%,-11%,3%,8%[57.1 µM],-3%
CCN(CC)S(=O)(=O)c1cccc(C(=O)OC2CC(C)OC2=O)c1 (stereo not drawn),-20%,-1%,-1,4%,-5%,8%,1%,16%,-2%
C=CCN(CC=C)CC(O)Cn1c2ccccc2c2ccccc21 (stereo not drawn),15%,-13%,3,3%,-24%,3%,-1%,-1%,-3%
Cc1cc(NC(=O)CS(=O)(=O)c2ccc(Cl)cc2)no1,-17%,-17%,1,-7%,-10%,6%,-6%,-11%,-3%
Cc1c(C#N)c(NC(=O)CCl)n(Cc2ccc(F)cc2)c1C,-18%,13%,-5,3%,1%,1%,?,?,?
